# Screening results (PubChem)
# aGal spleen mod: alpha-galactosidase A (human) modulation; P06280; human spleen homogenate, 4MU-alpha-Gal fluorescence, 40 min; Potency, µM (titrated, usually from 80 µM), for inactives: at the highest dose activity change, negative = inhibition, hits mostly inhibitors; 0.008% of 240,000 active;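 also: 0% = enzyme with vehicle and -100% = no enzyme basal signal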
# Target sequence (P06280 32-429 limits assumed): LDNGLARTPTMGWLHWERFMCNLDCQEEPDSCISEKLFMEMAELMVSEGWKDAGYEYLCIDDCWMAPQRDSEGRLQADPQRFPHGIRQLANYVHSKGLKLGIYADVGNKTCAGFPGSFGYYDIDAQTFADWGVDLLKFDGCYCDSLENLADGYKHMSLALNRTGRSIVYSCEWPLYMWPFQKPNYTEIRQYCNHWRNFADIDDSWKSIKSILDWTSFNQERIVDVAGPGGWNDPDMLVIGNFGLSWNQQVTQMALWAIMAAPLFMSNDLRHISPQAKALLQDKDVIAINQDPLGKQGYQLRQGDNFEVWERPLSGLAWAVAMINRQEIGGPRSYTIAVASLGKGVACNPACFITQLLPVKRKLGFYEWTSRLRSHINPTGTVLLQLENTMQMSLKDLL
#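 qHTS titration in buffer at pH 5.0. Alpha-galactosidase activity in spleen homogenate was measured via 4-methylumbelliferone release from 1 mM fluorogenic substrate after 40 min at 37C and a pH 10 stop. AC50 came from Hill fits of control-normalized data.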
# ALDH1A1 inh: inhibitors of human aldehyde dehydrogenase 1A1; Purified ALDH1A1, NADH fluorescence, propionaldehyde substrate; Potency, µM (titrated, usually from 75.3 µM), for inactives: at the top dose activity, negative = inhibition, most hits filed as inhibitors; AID 1030; 7.3% of 220,000 active; P00352; active = well fitted inhibition curve with a large enough effect, not every such curve was filed as active; inconclusive = small, poorly fitted or top-dose-only effect, or another doubt; inactive = no such curve, though single readings can be large or run the other way;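 also: plate controls were no enzyme wells and a reference inhibitor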
# Target sequence (P00352 whole entry, looked up): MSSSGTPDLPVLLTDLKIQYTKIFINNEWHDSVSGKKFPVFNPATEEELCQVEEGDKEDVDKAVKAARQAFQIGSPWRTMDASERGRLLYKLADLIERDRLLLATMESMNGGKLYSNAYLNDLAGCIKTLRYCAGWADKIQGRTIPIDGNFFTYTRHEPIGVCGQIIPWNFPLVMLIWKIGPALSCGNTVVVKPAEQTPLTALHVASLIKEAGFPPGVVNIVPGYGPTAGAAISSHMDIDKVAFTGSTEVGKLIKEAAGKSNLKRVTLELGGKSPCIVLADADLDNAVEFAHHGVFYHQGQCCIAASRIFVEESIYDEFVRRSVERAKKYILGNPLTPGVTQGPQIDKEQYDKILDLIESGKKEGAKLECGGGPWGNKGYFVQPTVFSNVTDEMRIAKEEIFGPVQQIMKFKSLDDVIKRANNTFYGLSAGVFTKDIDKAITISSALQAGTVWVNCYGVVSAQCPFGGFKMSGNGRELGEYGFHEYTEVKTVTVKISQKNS
# TR SRC2 fluor cs: counter-screen for TRb-SRC2 inhibitors: fluorescence interference | TRb/SRC2 Texas Red total fluorescence interference | Potency, µM (titrated, usually from 106 µM), for the others: top-dose fluorescence change, negative = quenching | 0.29% of 280,000 active; active = well fitted curve in either direction with a large enough effect; inconclusive = small, poorly fitted or top-dose-only effect
#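 Human TRβ ligand-binding domain (0.6 uM) and Texas Red SRC2 peptide (20 nM) in Tris buffer with 1 uM T3 and 5% DMSO were incubated with pinned compound for 5 hr at ambient temperature. Total fluorescence was computed as S + 2P (555/632 nm).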
# Tau fibril FP: inhibitors of human tau fibril formation. K18 P301L tau heparin fibrillization, Alexa594 FP, 6 h. 0.39% of 280,000 active. Potency, µM (doses to about 57.7 µM), for the others: at the highest dose activity, negative = inhibition, actives largely listed as inhibitors. AID 1468; also: nearly all actives have a fitted effect of over 55% in size
# Target sequence (P10636 561-689 P618L limits assumed): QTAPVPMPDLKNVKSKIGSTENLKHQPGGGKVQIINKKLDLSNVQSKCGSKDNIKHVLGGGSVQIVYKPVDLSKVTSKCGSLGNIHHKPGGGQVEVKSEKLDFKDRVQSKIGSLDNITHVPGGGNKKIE
#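 Human K18 P301L fragment (15 uM unlabeled plus 0.24 uM Alexa 594-labeled) in 100 mM sodium acetate pH 7 with compound, aggregation induced by 20 uM heparin for 6 hr at 37 C. ThT (30 uM) added for 1 hr, then Alexa 594 FP read.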
# TRb-SRC2 inh: TRbeta-SRC2 interaction inhibition. P10828. TRbeta-SRC2 peptide binding, fluorescence polarization; receptor liganded with 1 µM T3. Potency, µM (doses to about 106 µM), without a hit: at the highest dose activity change, negative = inhibition, actives largely listed as inhibitors. 0.065% of 280,000 active;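 also: plate controls were bound peptide for no effect and peptide without receptor for full effect; nearly all actives have a fitted effect of over 50% in size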
#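 A fluorescence polarization screen tested compounds at multiple concentrations against complex formation between 0.6 uM TRb ligand-binding domain and 20 nM Texas Red SRC2 peptide, with 1 uM T3 present; readout after 5 hr.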
# Tau fluor counter: counter-screen for tau fibril formation inhibitors. tau K18 P301L Alexa594 fluorescence, heparin fibrillization. Potency, µM (doses to about 57.7 µM), for inactives: at the highest dose activity change, negative = decrease. 0.93% of 280,000 active. AID 1463; also: nearly all actives have a fitted effect of over 55% in size
#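 Human K18 P301L tau (15 uM unlabeled plus 0.24 uM Alexa 594-labeled, final) in 100 mM sodium acetate pH 7 was mixed with compound and 20 uM heparin and incubated 6 hr at 37 C.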
# L3MBTL1 inh: L3MBTL1 (human) inhibition | AlphaScreen L3MBTL1–H3K9me1 peptide binding | 0.66% of 230,000 active | Potency, µM (doses to about 57.1 µM), for inactives: top-dose activity, negative = inhibition, hits mostly inhibitors | Q9Y468; also: nearly all actives have a fitted effect of over 60% in size
#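 Displacement of a biotinylated histone H3(1-15) peptide monomethylated at Lys9 (75 nM) from L3MBTL1 (50 nM) was measured by AlphaScreen after a 30 min room-temperature compound incubation; cefsulodin titration served as intraplate control.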
# Tau fibril ThT: tau fibrillization inhibition (ThT binding) | Potency, µM (doses to about 57.4 µM), without a hit: at the highest dose activity, negative = inhibition, usual class: inhibitors | 2.1% of 270,000 active | recombinant tau K18 P301L (four-repeat tau fragment), heparin-induced fibrillization, ThT fluorescence | P10636; also: nearly all actives have a fitted effect of over 55% in size
#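 Aggregation was driven by heparin (20 uM final) acting on recombinant tau […] bearing P301L in 100 mM sodium acetate pH 7; fibrils were detected with Thioflavin T.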
# * = called active by the depositor; ? = inconclusive; / = not tested or not shown; [ ] = remark or other dose. Unless noted, calls follow the shape of the dose curve; as a rule, active = well fitted curve in the direction sought with a large enough effect; inconclusive = small, poorly fitted or top-dose-only effect, or another doubt; inactive = no such curve, though single readings can be large; an effect the other way counts as inactive or inconclusive. Unless noted, % is scaled to controls: 0 for no effect and ±100 for the full control effect; potency is read from the fitted curve at half-maximal effect.
canonical_smiles | aGal spleen mod | ALDH1A1 inh | TR SRC2 fluor cs | Tau fibril FP | TRb-SRC2 inh | Tau fluor counter | L3MBTL1 inh | Tau fibril ThT
CC(C)[C@@H](C(=O)N1CCN(C(=O)OC(C)(C)C)CC1)n1cc(CCO)nn1 | 1% | -2% | 0% | 6% | 6% | 2% | 1% | 0%
CC1=CC(C)(C)NC(=S)N1c1cccc2cc(S(=O)(=O)O)ccc12 | 6% | 28µM* | -6% | ? | 2% | -29% | ? | 32µM*
NS(=O)(=O)c1cccc(NC(=O)Cn2cc(C(F)(F)F)cc(Cl)c2=O)c1 | 4% | 1% | -2% | -17% | -5% | -15% | -8% | -8%
Cc1ccc(-c2ncccc2OC(=O)C23CC4CC(CC(C4)C2)C3)cc1 | 8% | ? | -2% | 1% | -17% | -11% | 2% | -19%
O=C(NCc1ccccc1)C(=O)Nc1nc(-c2ccccc2)cs1 | 11% | / | 1% | 0% | -4% | 1% | 14% | 0%
Cc1ccc(-c2nnn(CC(=O)Nc3cccc4cccnc34)n2)o1 | 1% | ? | -1% | 4% | -14% | -12% | / | -10%
CC1=NOC(=O)/C1=C\c1ccc(-c2ccc(Cl)c(C(=O)O)c2)o1 | -4% | 0.89µM* | -5% | -4% | -3% | -8% | 20µM* | ?
O=C(Nc1nnc(-c2ccccc2)o1)Nc1ccccc1Cl | 13% | -5% | -3% | 3% | -21% | 1% | ? | -1%
COc1cc(OC)c(NC(=O)CCc2ccccc2)cc1Cl | -5% | -6% | -1% | 2% | -10% | -12% | / | -14%
O=C(CSc1nccc2ccccc12)N1CCN(c2ccccn2)CC1 | 4% | 0% | -3% | -3% | -10% | -18% | / | ?
Cc1ccc(OC(=O)c2cc(C)nn2C(C)(C)C)cc1 | -8% | 16% | 0% | -2% | -5% | 3% | 31%[activator] | -3%
O=C(CCl)c1ccc2[nH]c(=O)oc2c1 | 6% | 0.28µM* | -1% | -1% | 3% | -13% | -9% | -18%
CCOC(=O)/C(C#N)=C/c1cccc(C)c1 | 2% | -3% | -3% | -3% | 2% | 2% | 4% | -6%
CC(C)CC(NC(=O)c1ccc(Cl)cc1Cl)C(=O)O (stereo unspecified) | 0% | 5% | 0% | 5% | -3% | -5% | / | -8%
O=c1cc(CN2CCN(S(=O)(=O)c3ccc4ccccc4c3)CC2)nc2sccn12 | 1% | -3% | 0% | -9% | 2% | -12% | / | -3%
COc1ccc(OC)c(S(=O)(=O)N(C)CC(=O)N2CCN(c3ccccc3F)CC2)c1 | 16% | -3% | -5% | 7% | -25% | -2% | 0% | -8%
COc1ccc(Nc2nc3c([nH]2)c(=O)[nH]c(=O)n3C)cc1 | 3% | 2% | -6% | 3% | -5% | -13% | 3% | ?
COc1ccc(NCc2ccc([N+](=O)[O-])s2)cc1 | 3% | -15% | 0% | -3% | 10% | -27% | ? | ?
Cc1onc(C(=O)Nc2cccnc2Cl)c1[N+](=O)[O-] | 2% | -3% | 1% | -3% | -7% | -2% | / | -6%
O=C(CN1CCC(NC(=O)c2ccccc2Cl)CC1)NCc1ccco1 | 3% | -1% | -1%[53 µM] | -9% | -4%[53 µM] | -6% | 3% | -5%
CC(=O)Nc1nc2n(n1)C(c1ccc(Cl)cc1)C=C(C)N2 (stereo unspecified) | ? | ? | -2% | -3% | -3% | -12% | / | -9%
O=C(NCc1cccs1)c1nn2cccnc2c1Cl | -18% | 2% | 1% | 0% | 2% | 3% | 6% | 0%
CCc1cccc(NC(=O)C2CCC(CNS(=O)(=O)c3csc(C(N)=O)c3)CC2)c1 (stereo unspecified) | / | / | 0% | -9% | 7% | 0% | / | ?
COc1ccc(N(CC(=O)Nc2cc(OC)cc(OC)c2)S(=O)(=O)c2c(C)noc2C)cc1 | / | / | -3% | ? | 1% | ? | / | 1%
CCn1cc(SCC(N)=O)c2ccccc21 | -9% | -6% | -7% | -6% | 1% | -5% | 8% | -3%
COc1ccc(NC(=O)C2CCC(N3C(=O)C4C5C=CC(C5)C4C3=O)CC2)cc1 (stereo unspecified) | 5% | 7.9µM* | 1% | -2% | 7% | -11% | / | -1%
Oc1ccc(-c2cn3ccccc3n2)cc1 | 3% | / | 0% | -4% | 1% | -5% | 6% | -11%
Cc1ccc2nc(SCC(=O)NC(=O)NCc3ccco3)[nH]c2c1 | 4% | ? | 1% | -2% | 5% | -18% | ? | -7%
Cc1ccc(S(=O)(=O)c2c(C)nn(C(C)(C)C)c2OC(=O)C2CCCC2)cc1 | 13% | -7% | 4% | 4% | 7% | -6% | 5% | -10%
Cc1cc(-c2ccc(S(=O)(=O)N3CCN(c4ccc(Cl)cc4)CC3)s2)on1 | / | / | 0% | -5% | 2% | -19% | / | 5%

canonical_smiles | aGal spleen mod | ALDH1A1 inh | TR SRC2 fluor cs | Tau fibril FP | TRb-SRC2 inh | Tau fluor counter | L3MBTL1 inh | Tau fibril ThT
O=S(=O)(c1ccccc1)N1N=C(c2cccs2)CC1c1ccc(Br)cc1 (stereo unspecified) | 3% | 8% | 9% | ? | ? | -20% | 5% | 3%
Cc1sc(NC(=O)c2cccs2)c(C(=O)OC(C)C)c1C | -1% | ? | -2% | -11% | -2% | -4% | 26% | -4%
CCCCOc1ccc(C(=O)Nc2ccc(N3CCN(C(C)=O)CC3)cc2)cc1 | 8% | ? | 1% | ? | -1% | -23% | / | ?
Cc1ccc(CCNC(=O)CCn2nc(-c3ccc(C)cc3)ccc2=O)cc1 | / | / | -2% | 5% | 9% | -19% | / | -14%
CCc1c(C)sc(NC(=O)c2ccco2)c1C(=O)N1CCOCC1 | 3% | 22µM* | -8% | 1% | 2% | 18% | -4%[11.4 µM] | 4%
COCCNC(=O)c1ccc(C)cc1C | 8% | 8% | -2% | -6% | -2% | -11% | -2% | -8%
CCOC(=O)C1=C(c2ccccc2)c2ccc(OC)cc2N(S(=O)(=O)C(F)(F)F)C1C(=O)OCC (stereo unspecified) | -4% | ? | -37% | 9% | 0% | -18% | -1% | -14%
Cc1ccc(Cl)cc1Nc1nc(-c2sc(NC(=O)C(C)(C)C)nc2C)cs1 | 6% | ? | 11% | 3% | 2% | ? | 0% | ?
Cc1ccc(-n2cccc2/C=C2/C(=N)N3C(=NC2=O)SN=C3S(C)(=O)=O)cc1Cl | 4% | 18µM* | ? | 9% | 19% | 1% | ? | ?
O=C1NC(=Nc2ccccc2)/C(=C/c2ccco2)S1 | 0% | ? | 8% | -9% | 7% | ? | -18% | 22µM*
Cn1ccnc1SCCNC(=O)CCc1nnc(CCCCc2ccccc2)o1 | 3% | ? | 0% | 1% | -3% | -15% | -4% | ?
CCc1nc2ccccc2c(C(=O)OCC(=O)NCc2ccc3c(c2)OCO3)c1C | -10% | -2% | 2% | 2% | -2% | -20% | -1% | -12%
COc1ccc(C)cc1NC(=O)C(Cc1ccccc1)NS(=O)(=O)c1cccs1 (stereo unspecified) | / | / | -14% | -10% | -6% | -21% | / | -7%
COc1cccc(NC(=O)c2oc3ccccc3c2NC(=O)c2ccc(OC(C)C)cc2)c1 | / | / | -1% | ? | -9% | ? | / | 13%
CCOc1cc(NC(=S)NCC2CCCO2)c(OCC)cc1NC(=O)c1ccccc1F (stereo unspecified) | -16% | ? | -1% | ? | 2% | ? | ? | -16%
CC1CN(S(=O)(=O)c2cn(C)c(=O)n(C)c2=O)CC(C)O1 (stereo unspecified) | 0% | -4% | 0% | 9% | -13% | -4% | / | -9%
CC(C)N1C(=O)CCC1C(=O)N1CCC(Cc2ccccc2)CC1 (stereo unspecified) | 10% | 1% | -3% | 2% | 7% | -5% | 5% | -5%
Cc1ccc(-c2cc(C(=O)OC3CCOC3=O)c3ccccc3n2)c(C)c1 (stereo unspecified) | -11% | -2% | -2% | ? | 0% | -24% | 1% | -2%
COc1ccc(-c2nn(-c3ccccc3)cc2/C=C(\C#N)S(=O)(=O)c2ccccc2)cc1OC | -2% | 8.9µM* | 9%[53 µM] | ? | 14%[53 µM] | -8% | 13% | 9%
Cc1cc(C)c2nc3s/c(=C/c4ccc5c(c4)n(C)c(=O)n5C)c(=O)n3c2c1 | -1% | 18µM* | 2% | -1% | -21% | 2% | -1% | -9%
Cc1cc(SC2CCOC2=O)nc2ccccc12 (stereo unspecified) | 2% | -3% | 4% | -10% | 0% | -9% | -20% | -3%
Cc1cc(C)n(S(=O)(=O)c2cccc(Cl)c2Cl)n1 | 6% | 3% | 0% | 0% | 1% | -7% | 8% | -6%
Cn1cccc1Cc1nnc(SCC(=O)N2CCc3ccccc32)n1CCc1ccccc1 | -18% | ? | 3% | -3% | -10% | 0% | -12% | ?
CCOC(=O)Nc1ccc2c(c1)N(C(=O)CN1CCN(C)CC1)c1ccccc1S2 | 0% | -4% | 0% | ? | -9% | -10% | -4% | -22%
O=C(c1ccco1)N1CCN(CC(=O)N2CCCc3c2c(=O)oc2ccc(O)cc32)CC1 | -2% | ? | -1% | -2% | -16% | -6% | 9% | -9%
Cc1ccc2c(CC(=O)N(Cc3ccc(Cl)cc3)Cc3ccco3)coc2c1 | / | / | 1.1µM*[quencher] | -6% | -17%[53 µM] | -23% | / | ?
CCCCN(C)CCCNC(=O)CN1C(=O)COc2ccc(S(=O)(=O)N3CCC(C)CC3)cc21 | / | / | -1% | 1% | 0% | 0% | / | 4%
COc1ccccc1N(C)S(=O)(=O)c1ccc(C(=O)OCC(=O)N(C(C)C)C(C)C)cc1 | 1% | -1% | 0% | -3% | 5% | -5% | -1% | -1%
CCOc1cc(CNc2ccc(CNc3ncn[nH]3)cc2)ccc1OCc1ccccc1 | 6% | -11% | -1% | ? | -1% | ? | -6% | ?
